FEN1 inhibitor: human FEN1 inhibition | 390,000 tested, 0.35% active | AID 588795 | Potency, µM (top dose mostly 114 µM), for the others: at the top dose activity change, negative = inhibition, usual class: inhibitors | Recombinant FEN1 flap cleavage, fluorescence, 15 min; note: nearly all actives have a fitted effect of over 65% in size
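Enzyme 10 nM, 15 min RT preincubation with compound; start with substrate 50 nM final; reads at 0 and 15 min; qHTS titration, four-parameter Hill fit.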
GCN5L2 inh: GCN5L2 (KAT2A) acetyltransferase inhibition; Q92830; GCN5L2 HAT assay, ThioGlo1 CoA-SH fluorescence; Potency, µM (top dose mostly 58.9 µM), for the others: at the highest dose activity change, negative = inhibition, actives largely listed as inhibitors; 390,000 tested, 0.21% active; AID 504327
Target sequence (Q92830 whole entry, looked up): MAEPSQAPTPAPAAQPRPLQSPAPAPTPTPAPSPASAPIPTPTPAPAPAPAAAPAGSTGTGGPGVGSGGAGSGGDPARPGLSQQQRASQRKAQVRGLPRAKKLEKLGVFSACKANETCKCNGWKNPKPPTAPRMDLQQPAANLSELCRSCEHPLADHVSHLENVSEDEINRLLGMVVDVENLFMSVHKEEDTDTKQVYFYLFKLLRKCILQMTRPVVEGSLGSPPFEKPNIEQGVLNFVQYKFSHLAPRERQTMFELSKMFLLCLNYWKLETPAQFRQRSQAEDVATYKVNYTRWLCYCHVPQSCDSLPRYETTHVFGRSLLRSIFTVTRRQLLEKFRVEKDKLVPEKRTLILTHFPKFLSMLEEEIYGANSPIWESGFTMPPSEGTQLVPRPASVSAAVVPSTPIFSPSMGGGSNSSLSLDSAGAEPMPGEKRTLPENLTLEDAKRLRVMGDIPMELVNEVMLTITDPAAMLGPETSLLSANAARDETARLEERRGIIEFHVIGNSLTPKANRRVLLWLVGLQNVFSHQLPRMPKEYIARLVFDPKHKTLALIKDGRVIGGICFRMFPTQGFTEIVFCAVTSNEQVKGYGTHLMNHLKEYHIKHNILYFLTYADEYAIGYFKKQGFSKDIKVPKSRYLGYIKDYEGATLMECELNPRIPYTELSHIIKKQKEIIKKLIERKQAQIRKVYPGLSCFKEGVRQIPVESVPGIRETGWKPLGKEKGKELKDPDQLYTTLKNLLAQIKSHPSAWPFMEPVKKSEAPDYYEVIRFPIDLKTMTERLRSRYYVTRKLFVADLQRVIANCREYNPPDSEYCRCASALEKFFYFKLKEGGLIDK
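Free CoA generated was detected with ThioGlo1 (50uM) fluorescence at Ex340nm/Em540nm, read immediately and after 20 min at room temperature. Enzyme, 20 nM in HEPES pH 7.5 buffer, saw compounds 15 min before adding 75uM H3(1-25) peptide and 70uM acetyl-CoA.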
N370S GC: inhibitors or activators of N370S glucocerebrosidase for Gaucher disease; P04062; N370S GC spleen homogenate, 4MU-glucoside fluorescence; Potency, µM (titrated, usually from 59.4 µM), inactives show at the highest dose activity change, negative = inhibition, actives largely listed as inhibitors; 330,000 tested, 0.092% active; AID 2101;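 note: 0% = full enzyme activity and -100% = no enzyme basal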
The depositor's hits bear a star; & = joins results of further samples; [ ] = another dose, or the depositor's remark. Calls come from the whole dose curve; as a rule, active = well fitted curve in the direction sought with a large enough effect; inconclusive = small, poorly fitted or top-dose-only effect, or another doubt; inactive = no such curve, though single readings can be large; an effect the other way counts as inactive or inconclusive. Unless noted, % is set by controls: 0 for no effect and ±100 for the full control effect; potency is the fitted concentration of half-maximal effect.

Screening COc1cccc(-c2ccc(-c3noc(-c4cccs4)n3)c(OC)n2)c1 returned FEN1 inhibitor -1%, GCN5L2 inh -13% and N370S GC -13%.
`CCCCCCCCCCCCCCCC(=O)OC(CC(=O)O)C[N+](C)(C)C` (stereo unspecified) gave FEN1 inhibitor 5%[57.1 µM], GCN5L2 inh -4%&-2% and N370S GC -21%&-18%&-5%.
For CN(C)S(=O)(=O)c1cccc(-c2nnc(SCc3cc(Cl)cc4c3OCOC4)n2N)c1 the results were FEN1 inhibitor -5%, GCN5L2 inh -2% and N370S GC -1%.
For CCN(CCCNC(=O)c1nn(-c2ccc(OC)c(Cl)c2)c(=O)c2c1c1ccccc1n2C)c1ccccc1 the results were FEN1 inhibitor -17% and GCN5L2 inh -9%.
`CCCn1nnc(NC(=S)NC(=O)Cc2ccccc2)n1` gave FEN1 inhibitor 6%, GCN5L2 inh -1% and N370S GC 6%.
For COc1ccc2oc(C(=O)OCC(=O)N3CCCCC3C)c(C)c2c1 (stereo unspecified) the results were FEN1 inhibitor -2% and GCN5L2 inh -12%.
`Nc1ccc(OCCc2ccccc2)cc1` gave FEN1 inhibitor 7%, GCN5L2 inh -14% and N370S GC -11%.
CCCN(CCC)CCCNC(=O)CS(=O)Cc1nc(-c2ccc(OC)c(OC)c2)oc1C (stereo unspecified) was read as FEN1 inhibitor -2%, GCN5L2 inh -7% and N370S GC 9%.
C[n+]1ccc(/C=C/c2c[nH]c3ccc(F)cc23)cc1 was read as FEN1 inhibitor inconclusive, GCN5L2 inh -22% and N370S GC inconclusive.
Screening N=c1c(C(=O)NCc2ccco2)cc2c(=O)n3ccccc3nc2n1Cc1ccc(Cl)cc1 returned FEN1 inhibitor -20%, GCN5L2 inh -2% and N370S GC -5%.
`COc1ccc(N2CCN(C(CNC(=O)C(=O)NCCCn3ccnc3)c3ccco3)CC2)cc1` (stereo unspecified) gave FEN1 inhibitor -2%, GCN5L2 inh -16% and N370S GC 4%.
For CCOC(=O)CN1C(=O)C2(OCCCO2)c2ccccc21 the results were FEN1 inhibitor 3%, GCN5L2 inh -4% and N370S GC 23%.
For Cn1nc(-c2ccccc2)c2nc3ccccc3nc21 the results were FEN1 inhibitor 3%, GCN5L2 inh -8% and N370S GC 2%.
`CN1CCN(CCNC(=O)Nc2ccccc2C(F)(F)F)CC1` gave FEN1 inhibitor 1%, GCN5L2 inh -28% and N370S GC 13%.
`COc1cccc(S(=O)(=O)NCc2ccc(C(=O)Nc3ccc(Cl)cc3)cc2)c1` gave FEN1 inhibitor 0%, GCN5L2 inh 14% and N370S GC 4%.
CC1Cc2ccccc2N1C1=CC(=O)CC(C)(C)C1 (stereo unspecified) was read as FEN1 inhibitor 9%, GCN5L2 inh -10% and N370S GC -2%.
CC(C)(C)c1ccc(S(=O)(=O)NCc2nc3cccnc3n2Cc2ccccc2Cl)cc1 was read as FEN1 inhibitor -9% and GCN5L2 inh 1%.
`Cc1ccc(N(CCCCN2C(=O)c3ccccc3C2=O)C(=O)c2ccc(Cl)s2)cc1` gave FEN1 inhibitor inconclusive, GCN5L2 inh -8% and N370S GC 5%.
For O=C(O)C(O)[C@@](O)(Cc1ccc(O)cc1)C(=O)O (stereo partly specified) the results were GCN5L2 inh 2% and N370S GC 7%.
For Clc1ccc(C[n+]2cc(-c3ccccc3)n3c2CCC3)cc1 the results were FEN1 inhibitor -5%, GCN5L2 inh -6% and N370S GC -2%.
Screening CCOc1ccc(CC(=O)NCCS(=O)(=O)N2CCN(c3ccccc3OC)CC2)cc1 returned FEN1 inhibitor -10% and GCN5L2 inh 2%.
Screening CCCCNS(=O)(=O)c1ccc2nc(-c3cccnc3)cc(C(=O)NCCCOC)c2c1 returned FEN1 inhibitor 9%, GCN5L2 inh -8% and N370S GC -4%.
Screening Cc1cccc2cc(CN(C(=S)NCC(C)C)C3CCCC3)c(=O)[nH]c12 returned FEN1 inhibitor -9%, GCN5L2 inh -10% and N370S GC 16%.
For Cc1ccc(SC(=O)c2c(C)noc2-c2cc(C)on2)cc1 the results were FEN1 inhibitor -10%, GCN5L2 inh -10% and N370S GC 11%.
Screening Cc1ccnc(NC(=O)c2ccoc2C)c1 returned FEN1 inhibitor 6%, GCN5L2 inh 0% and N370S GC 1%.
For COc1ccc2c(c1)CCc1cn[nH]c1-2 the results were FEN1 inhibitor 6%, GCN5L2 inh -26% and N370S GC 12%.
`Cc1nnc(N2CCCC(C(=O)NCCN(C)C)C2)c2nn(-c3ccccc3)c(C)c12` (stereo unspecified) gave FEN1 inhibitor 13% and GCN5L2 inh -1%.
Screening CCC1=NN(C(=O)Cc2ccc([N+](=O)[O-])cc2)C(O)(c2ccc(Br)cc2)C1 (stereo unspecified) returned FEN1 inhibitor 0%, GCN5L2 inh -9% and N370S GC -14%.
Screening O=C(NCCCN1CCN(c2ccc(F)cc2)CC1)Nc1ccc([N+](=O)[O-])cc1 returned FEN1 inhibitor 2%, GCN5L2 inh -1% and N370S GC -17%.
Cc1cccc(Cn2ccc(-c3ccc(Cl)cc3)c(C#N)c2=O)c1 was read as FEN1 inhibitor -3%, GCN5L2 inh inconclusive and N370S GC 4%.
COCCn1nnnc1C(c1cc2cc(C)ccc2[nH]c1=O)N1CCCCCC1 (stereo unspecified) was read as FEN1 inhibitor 0%, GCN5L2 inh -17% and N370S GC -13%.
`COc1ccc(N2C(=O)C3CCCN3C2c2ccc(Cl)cc2)cc1` (stereo unspecified) gave FEN1 inhibitor 19%, GCN5L2 inh -1% and N370S GC -2%.
For O=C(O)[C@@H]1CSC2c3ccccc3C(=O)N21 (stereo partly specified) the results were FEN1 inhibitor -10%, GCN5L2 inh -2% and N370S GC -1%.
Screening Cc1ccc[n+](CC(=O)Nc2cccc(Cl)c2)c1 returned FEN1 inhibitor 6%, GCN5L2 inh 3% and N370S GC -2%.
`COc1ccc(Nc2nc(-c3cccc(Cl)c3)c3c(n2)-c2ccccc2OC3)cc1` gave FEN1 inhibitor -18% and GCN5L2 inh -11%.
For CC(OC(=O)c1ccc(NS(=O)(=O)c2ccc3[nH]c(=O)[nH]c3c2)cc1)C(N)=O (stereo unspecified) the results were FEN1 inhibitor -3%, GCN5L2 inh -5% and N370S GC -8%.
For CC(C)(C)c1ccc(C(=O)NCc2nnc(SCC(=O)N3CCCc4ccccc43)n2-c2ccccc2)cc1 the results were FEN1 inhibitor 11%, GCN5L2 inh -15% and N370S GC 7%.
Screening CCN(CC)c1nc2ccccc2nc1C(=O)Nc1cccc(C(C)=O)c1 returned FEN1 inhibitor -22% and GCN5L2 inh -15%.
Screening COc1ccc(C(=O)COC(=O)CCCN=C2NS(=O)(=O)c3ccccc32)c(OC)c1 returned FEN1 inhibitor 1%, GCN5L2 inh -8% and N370S GC -11%.
`COC(=O)C(CC(C)C)N(Cc1cc(OC)cc(OC)c1)S(=O)(=O)c1ccccc1Br` (stereo unspecified) gave FEN1 inhibitor -18% and GCN5L2 inh -17%.
Nc1c(-c2nc(-c3ccc(F)cc3)cs2)c2ccccn2c1C(=O)c1ccc2c(c1)OCO2 was read as FEN1 inhibitor 16% and GCN5L2 inh -11%.
CS(=O)(=O)N1CCc2cc(C(=O)NC3CC3)ccc21 was read as FEN1 inhibitor -1%, GCN5L2 inh 1% and N370S GC 5%.
`Cc1ccc(C(=O)N/N=C\c2ccccn2)cn1` gave FEN1 inhibitor 3%, GCN5L2 inh -9% and N370S GC 17%.
`COc1cccc(C(=O)NCC(=O)N2CCC(C)CC2)c1` gave FEN1 inhibitor -4%, GCN5L2 inh 1% and N370S GC 4%.
Screening CC(=O)c1c(C)nc(-c2cccc([N+](=O)[O-])c2)n1O returned FEN1 inhibitor -3%, GCN5L2 inh -2% and N370S GC 0%.
Screening CCNC(=S)NNC(=O)CCn1cc(C)cn1 returned FEN1 inhibitor -4%, GCN5L2 inh -1% and N370S GC -12%.
For CCN(CC)CCNC(=O)C(=O)Nc1cc2c3c(c1)CC(=O)N3CCC2 the results were FEN1 inhibitor 3%, GCN5L2 inh -4% and N370S GC 0%.
Cc1ccc(Cl)cc1N1CCN(Cc2cc3c(cc2O)CCC3)CC1 was read as FEN1 inhibitor -5%, GCN5L2 inh -4% and N370S GC 3%.
C=CCN(c1ccccc1)S(=O)(=O)c1cccc(C(=O)Nc2ccc(N3CCOCC3)cc2)c1 was read as FEN1 inhibitor 2%, GCN5L2 inh -22% and N370S GC -2%.
Cc1c(Nc2nc3ccccc3nc2NS(=O)(=O)c2ccccc2)c(=O)n(-c2ccccc2)n1C was read as FEN1 inhibitor -11%, GCN5L2 inh -11% and N370S GC 5%.
For COC(=O)c1cc2occc2n1Cc1nc(-c2ccccc2Cl)oc1C the results were FEN1 inhibitor 19%, GCN5L2 inh 1% and N370S GC -14%.
For N#CCSc1nc2c(c(=O)n1Cc1ccccc1)C1(CCCC1)Cc1ccccc1-2 the results were FEN1 inhibitor 11%, GCN5L2 inh 3% and N370S GC 20%.
CCOc1cc(/C=C2/C(=N)N3C=CSC3=NC2=O)ccc1OCCCOc1ccccc1C was read as FEN1 inhibitor -28%, GCN5L2 inh -2% and N370S GC -14%.
NS(=O)(=O)c1ccc(NC(=O)CN2CCCN(S(=O)(=O)c3ccc(F)cc3)CC2)cc1 was read as FEN1 inhibitor 8%, GCN5L2 inh -7% and N370S GC -9%.
For O=C(CSCc1ccc(Cl)cc1Cl)Nc1ccccc1C(=O)Nc1ccc(C(=O)O)cc1 the results were FEN1 inhibitor 10%, GCN5L2 inh 0% and N370S GC 7%.
Screening Nc1nnn(CC(=O)N/N=C/c2cccc3ccccc23)n1 returned FEN1 inhibitor -5%, GCN5L2 inh 27% and N370S GC -5%.
O=C(C1CCC(=O)N(C2CC2)C1)N1CCN(c2ccc(Cl)cc2)CC1 (stereo unspecified) was read as FEN1 inhibitor -10%, GCN5L2 inh 2% and N370S GC 1%.
For COc1cccc(C(=O)Nc2cc3c4c(c2)CC(=O)N4CCC3)c1 the results were FEN1 inhibitor 11%, GCN5L2 inh inconclusive and N370S GC 3%.
`NC(=O)C1(N2CCCCC2)CCN(C(=O)NC23CC4CC(CC(C4)C2)C3)CC1` gave FEN1 inhibitor 0%, GCN5L2 inh -13% and N370S GC 3%.
COc1ccc(OC)c(NC(=S)N2CCc3ccccc3C2)c1 was read as FEN1 inhibitor 4%, GCN5L2 inh 21% and N370S GC 6%.

The closing 2 compounds of the section above open the next one.
`NC(=O)C1(N2CCCCC2)CCN(C(=O)NC23CC4CC(CC(C4)C2)C3)CC1` gave FEN1 inhibitor 0%, GCN5L2 inh -13% and N370S GC 3%.
COc1ccc(OC)c(NC(=S)N2CCc3ccccc3C2)c1 was read as FEN1 inhibitor 4%, GCN5L2 inh 21% and N370S GC 6%.
COc1ccc(-c2cc(C(=O)NCCCn3ccnc3)c3ccccc3n2)c(OC)c1 was read as FEN1 inhibitor 10%, GCN5L2 inh -1% and N370S GC -13%.
CC(C)c1onc(C(=O)NCc2ccc(Cl)cc2)c1[N+](=O)[O-] was read as FEN1 inhibitor -6%, GCN5L2 inh -2% and N370S GC -2%.
For N#Cc1c(-c2cccc(Br)c2)cc(-c2ccco2)[nH]c1=O the results were FEN1 inhibitor 4%, GCN5L2 inh -24% and N370S GC inconclusive.
For CSCCC(NC(=O)c1ccccc1)C(=O)NC1CC1 (stereo unspecified) the results were FEN1 inhibitor -5%, GCN5L2 inh -3% and N370S GC 10%.
For COc1cc(Cl)c(C)cc1NC(=O)Cn1cc(S(=O)(=O)N2CCN(c3ccccc3F)CC2)c2ccccc2c1=O the results were FEN1 inhibitor 13% and GCN5L2 inh -12%.
For Cn1c(N)c(C(=O)COC(=O)CC2CC3CCC2C3)c(=O)n(C)c1=O (stereo unspecified) the results were FEN1 inhibitor 4%, GCN5L2 inh 3% and N370S GC 8%.
Screening O=C1COc2ccc(C(=O)CSc3nc4ccccc4c(=O)n3-c3ccc(Cl)c(Cl)c3)cc2N1 returned FEN1 inhibitor 6%, GCN5L2 inh -12% and N370S GC 22%.
For Cc1ccc(S(=O)(=O)CC(N)=O)cc1 the results were FEN1 inhibitor -7%, GCN5L2 inh 6% and N370S GC 4%.
Screening N[C@@H](Cc1ccccc1)C(=O)O returned GCN5L2 inh -7% and N370S GC 0%.
`CCCN1Cc2cccc(C(=O)NC(CC(=O)OCC)c3ccc(C)cc3)c2C1=O` (stereo unspecified) gave FEN1 inhibitor 13%, GCN5L2 inh -10% and N370S GC 20%.

By substructure: the entries above with a COOH group.
`CCCCCCCCCCCCCCCC(=O)OC(CC(=O)O)C[N+](C)(C)C` (stereo unspecified) gave FEN1 inhibitor 5%[57.1 µM], GCN5L2 inh -4%&-2% and N370S GC -21%&-18%&-5%.
For O=C(O)C(O)[C@@](O)(Cc1ccc(O)cc1)C(=O)O (stereo partly specified) the results were GCN5L2 inh 2% and N370S GC 7%.
For O=C(O)[C@@H]1CSC2c3ccccc3C(=O)N21 (stereo partly specified) the results were FEN1 inhibitor -10%, GCN5L2 inh -2% and N370S GC -1%.
For O=C(CSCc1ccc(Cl)cc1Cl)Nc1ccccc1C(=O)Nc1ccc(C(=O)O)cc1 the results were FEN1 inhibitor 10%, GCN5L2 inh 0% and N370S GC 7%.
Screening N[C@@H](Cc1ccccc1)C(=O)O returned GCN5L2 inh -7% and N370S GC 0%.

This is a subset; the hit share may differ from the screen's.
